mABHD4 FP – inhibits mouse alpha/beta hydrolase domain 4 | purified mABHD4, FP-Rh probe fluorescence polarization | inhibition, % at 8.92 µM | hit rate 0.54% among 370,000 | AID 720543;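 active means inhibition exceeding the mean over every tested compound plus 3 SD, cut at about 30% in these data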;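 further: 0% = plate median of compound wells and 100% = S159A mutant with DMSO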
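Assay system: wild-type mouse ABHD4 protein; compound: single nominal dose of 8.92 µM, 0.89% DMSO final; schedule: 45 min + 60 min at 25 °C; measured by: FP readout, ex 525 nm / em 598 nm; evaluation: % inhibition of FP-Rh probe binding versus controls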
MBD2 DNA inh – blocks human MBD2 binding to methylated DNA. Q9UBB5. TR-FRET, MBD2 binding to methylated oligonucleotide. inhibition, % at 4.4 µM. hit rate 0.31% among 370,000; in the data active means inhibition above about 13%
GC-A act – GC-A (human) enzyme activation; HEK293 GC-A cells, cGMP TR-FRET, EC30 ANP; 0% at EC30 ANP, 100% saturating ANP; P16066; activation, % at 10 µM; hit rate 0.14% among 370,000; in the data active means activation above about 40%
Target sequence (P16066 whole entry, looked up): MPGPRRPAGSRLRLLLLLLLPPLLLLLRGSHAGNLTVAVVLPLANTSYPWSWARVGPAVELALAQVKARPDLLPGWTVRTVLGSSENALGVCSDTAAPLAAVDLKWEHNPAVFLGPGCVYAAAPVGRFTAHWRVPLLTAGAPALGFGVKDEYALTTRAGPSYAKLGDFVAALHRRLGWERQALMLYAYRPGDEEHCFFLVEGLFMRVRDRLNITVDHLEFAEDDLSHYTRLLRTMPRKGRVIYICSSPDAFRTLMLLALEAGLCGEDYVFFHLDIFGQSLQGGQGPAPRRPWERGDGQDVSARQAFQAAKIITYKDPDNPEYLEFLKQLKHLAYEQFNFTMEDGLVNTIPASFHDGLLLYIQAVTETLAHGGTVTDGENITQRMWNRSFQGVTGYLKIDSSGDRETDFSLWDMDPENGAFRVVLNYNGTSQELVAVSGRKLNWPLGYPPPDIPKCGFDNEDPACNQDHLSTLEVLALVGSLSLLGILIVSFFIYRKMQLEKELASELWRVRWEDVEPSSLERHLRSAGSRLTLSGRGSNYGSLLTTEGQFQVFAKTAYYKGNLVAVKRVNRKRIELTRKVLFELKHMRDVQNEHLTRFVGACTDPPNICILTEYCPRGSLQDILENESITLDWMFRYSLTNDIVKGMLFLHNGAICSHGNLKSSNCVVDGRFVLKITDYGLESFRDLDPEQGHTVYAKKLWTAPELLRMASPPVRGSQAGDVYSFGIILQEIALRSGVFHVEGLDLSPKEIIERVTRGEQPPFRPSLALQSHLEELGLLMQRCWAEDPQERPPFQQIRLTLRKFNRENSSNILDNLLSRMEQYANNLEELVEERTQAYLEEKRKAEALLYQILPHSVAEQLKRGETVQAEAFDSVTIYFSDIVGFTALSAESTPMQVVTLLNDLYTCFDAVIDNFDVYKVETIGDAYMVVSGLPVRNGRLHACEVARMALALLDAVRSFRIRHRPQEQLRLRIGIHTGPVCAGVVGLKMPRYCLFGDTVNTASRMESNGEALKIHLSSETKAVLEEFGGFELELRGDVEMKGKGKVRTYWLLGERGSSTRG
HTRA1 inh – HTRA1 (human) protease inhibition; Q92743; recombinant HTRA1, FP-rhodamine activity-based probe, fluorescence polarization; hit rate 0.5% among 340,000; inhibition, % at 5.96 µM; in the data active means inhibition above about 36%;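 further: 0% = enzyme with DMSO and 100% = wells lacking enzyme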
GC-B act – GC-B (human) receptor activation | HEK293-GC-B cells, CNP EC30, cGMP TR-FRET; 0% at EC30 CNP, 100% saturating CNP | P20594 | AID 1920062 | hit rate 0.11% among 370,000 | activation, % at 10 µM;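 active means activation at 10 µM reaching about 35% in either raw or pattern-adjusted values, limit read from the data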
PRMT1 inh – PRMT1 (human) inhibition, primary screen. AID 652257. recombinant PRMT1, activity-based probe fluorescence polarization. hit rate 1.3% among 370,000. Q99873. inhibition, % at 2.79 µM;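 active means inhibition above about 21% made by adding two undisclosed values, limit read from the data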
TCR CD3 inh – blocks the human TCR-CD3 interaction. TAMRA-labeled TCR probe fluorescence, biochemical. inhibition, % at 9.4 µM. hit rate 0.37% among 360,000; in the data active means inhibition above about 19%;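 further: recombinant mutant TCR 2C K166C tagged with TAMRA read by polarization; 0% = receptor in buffer alone and 100% = receptor with positive control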
UHRF1 MBD2 ctr – blocks human UHRF1 binding to methylated DNA; Q96T88; UHRF1 binding to methylated oligo, TR-FRET; inhibition, % at 4.4 µM; hit rate 0.75% among 370,000; in the data active means inhibition above about 21%;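 further: UHRF1 SRA domain binding a hemimethylated CpG hairpin DNA probe; 0% = median of test compound wells and 100% = reference inhibitor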
rCAG RNA binder – r(CAG) repeat RNA binding; hit rate 1.3% among 370,000; TO-PRO-1 dye displacement fluorescence; inhibition, % at 3 µM;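 active means inhibition above the plate cutoff, the mean of all test compounds on that plate plus 3 SD, cut at about 35% in these data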;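 further: 0% = DMSO alone and 100% = 100 µM mitoxantrone as full dye displacement; higher means more dye released from RNA so lower well fluorescence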
SIAE primary – human SIAE inhibition, primary screen. inhibition, % at 9.66 µM. hit rate 0.69% among 370,000. Q9HAT2. SIAE FP-Rh probe binding, fluorescence polarization;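 active means inhibition above a cutoff: mean of compounds within the control limits plus 3 SD of those, cut at about 17% in these data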;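 further: 0% = plate median of compound wells and 100% = probe without SIAE protein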
* marks the source's active call; other numbers are inactive results; . = no result given. The list is partial, so the mix of outcomes need not match the whole.

Structure | mABHD4 FP | MBD2 DNA inh | GC-A act | HTRA1 inh | GC-B act | PRMT1 inh | TCR CD3 inh | UHRF1 MBD2 ctr | rCAG RNA binder | SIAE primary
Nc1[nH]c(C(=O)c2ccccc2)c(-c2ccccc2C(F)(F)F)c1C(=O)NCCc1cccs1 | -2 | 2 | -2 | . | 1 | -4 | 5 | -4 | 2 | 0
COc1cccc(Nc2ncnc3c2cnn3C)c1 | 6 | 4 | 3 | 6 | 0 | 2 | -7 | 4 | -4 | 1
COc1ccc(OC)c(NS(=O)(=O)c2ccc(SC)cc2)c1 | -18 | 4 | -17 | -6 | -12 | 1 | -9 | 3 | 3 | 0
Cc1nc2c(C)cccc2cc1C(=O)N/N=C/c1ccc(N(C)C)cc1 | -9 | -3 | 1 | -4 | 0 | -3 | 2 | -5 | 1 | -1
COc1cccc(=O)c2c(C)n(CC(=O)c3ccccc3)c(C)c12 | 26 | 11 | -4 | 29 | 2 | 36* | 6 | 18 | 37* | 5
CC(=O)CC1(O)C(=O)N(Cc2ccccc2)c2ccccc21 (stereo not given) | 4 | 0 | 1 | -6 | 3 | -3 | 3 | 3 | -3 | -1
COc1nc(NC2OC(CO)C(O)C(O)C2O)c(N)c(=O)[nH]1 (stereo not given) | -2 | 1 | 3 | 4 | 0 | 6 | -9 | 4 | 2 | -5
N#CCCN(Cc1ccccc1)C(=O)Nc1ccccc1 | 1 | -3 | -1 | -5 | 0 | 2 | 6 | -1 | -2 | -3
O=C(O)/C=C/C(=O)Nc1ccccc1SC(F)(F)F | -3 | -3 | 2 | 11 | 2 | 61* | 8 | -1 | 0 | 5
O=S(=O)(Cc1ccccc1)NCC1CCCN(Cc2ccc(F)c(F)c2)C1 (stereo not given) | 4 | -1 | 2 | -4 | 2 | 4 | -3 | -1 | -3 | -1
COc1ccccc1NC(=O)C1=C(C)NC(=O)NC1c1ccccc1[N+](=O)[O-] (stereo not given) | 3 | -2 | 0 | 1 | -4 | 4 | 2 | 1 | 8 | 6
Cc1cc(S(=O)(=O)N(Cc2ccccc2F)C2CC2)ccc1-n1cnnn1 | 2 | 7 | -4 | 0 | 2 | 7 | -1 | 4 | -4 | 9
Cn1c(=O)[nH]c(=O)c2c1nc(Br)n2CCCCSc1nc2ccccc2o1 | -4 | 0 | -6 | -3 | -11 | 4 | -2 | 2 | -2 | 5
CC(=O)c1cc2c(ccc3ccccc32)oc1=O | 2 | 0 | 6 | 4 | -1 | -2 | 3 | -11 | 6 | 10
Cc1cc(C(=O)Nc2ccccn2)no1 | -7 | 6 | 1 | 6 | -3 | 4 | -2 | 1 | -1 | -6
O=C(Nc1ccc(S(=O)(=O)Nc2nccs2)cc1)c1cc(-c2ccccc2)nc2ccccc12 | -84 | 2 | -8 | -69 | -2 | -1 | 9 | 0 | 74* | -17
COCCN1C(=O)C(=O)/C(=C(/O)c2ccc(S(=O)(=O)N3CCCCC3)cc2)C1c1ccc(O)c(OC)c1 (stereo not given) | -16 | 8 | 5 | 7 | -1 | 9 | 8 | 0 | 3 | 0
Cn1c(=O)n(C)c2cc(S(=O)(=O)NCCc3ccccc3)ccc21 | -3 | 3 | 1 | 0 | -4 | -5 | 6 | -2 | -1 | 9
O=C(CNC(=S)N(CCCN1CCOCC1)Cc1cccs1)N1CCCCCC1 | -1 | 2 | -1 | 0 | 4 | 2 | -3 | 1 | -5 | -6
CCCCn1c(N)c(N(CC(C)C)C(=O)c2oc3ccc(OC)cc3c2C)c(=O)[nH]c1=O | -5 | 1 | 0 | -12 | 2 | 3 | 8 | -4 | -1 | 8

Some of the entries above, reformatted:
Cn1c(=O)n(C)c2cc(S(=O)(=O)NCCc3ccccc3)ccc21
- mABHD4 FP: -3
- MBD2 DNA inh: 3
- GC-A act: 1
- HTRA1 inh: 0
- GC-B act: -4
- PRMT1 inh: -5
- TCR CD3 inh: 6
- UHRF1 MBD2 ctr: -2
- rCAG RNA binder: -1
- SIAE primary: 9
CC(=O)c1cc2c(ccc3ccccc32)oc1=O
- mABHD4 FP: 2
- MBD2 DNA inh: 0
- GC-A act: 6
- HTRA1 inh: 4
- GC-B act: -1
- PRMT1 inh: -2
- TCR CD3 inh: 3
- UHRF1 MBD2 ctr: -11
- rCAG RNA binder: 6
- SIAE primary: 10
O=C(CNC(=S)N(CCCN1CCOCC1)Cc1cccs1)N1CCCCCC1
- mABHD4 FP: -1
- MBD2 DNA inh: 2
- GC-A act: -1
- HTRA1 inh: 0
- GC-B act: 4
- PRMT1 inh: 2
- TCR CD3 inh: -3
- UHRF1 MBD2 ctr: 1
- rCAG RNA binder: -5
- SIAE primary: -6

Further compounds.
Structure | mABHD4 FP | MBD2 DNA inh | GC-A act | HTRA1 inh | GC-B act | PRMT1 inh | TCR CD3 inh | UHRF1 MBD2 ctr | rCAG RNA binder | SIAE primary
Cc1ccc(NC(=S)NCC2CCCO2)c(OC(F)F)c1 (stereo not given) | 2 | 0 | 4 | 1 | 5 | 4 | 0 | 0 | -3 | 1
COc1cccc(CN=CC2=C(O)CC(C)(C)CC2=O)c1OC | -7 | 1 | -1 | -9 | -3 | 2 | -2 | -5 | -4 | -3
COc1ccc(-c2c(C#Cc3ccsc3)c3cc(-c4ccc(C(N)=O)cc4)ccc3n2C)cc1 | -6 | -5 | -1 | -9 | 1 | -2 | -2 | 1 | 9 | 2
O=C(CSc1nnc(-c2ccncc2)n1CC1CCCO1)NCc1ccccc1 (stereo not given) | 5 | -2 | 1 | 1 | 8 | 0 | 10 | 1 | -4 | 3
Cc1ccc(Cl)cc1NC(=O)Cn1cc2c(n1)CCCC2 | 5 | -5 | -1 | 1 | -7 | -4 | 7 | 0 | -1 | -2
O=S1(=O)CCN(Cc2ccccc2C(F)(F)F)CC1 | -4 | 3 | . | 1 | . | -1 | -4 | -1 | 0 | 7
COC(=O)[C@]12C[C@H](CC(=O)NCc3cccc(C(F)(F)F)c3)C(=O)N(Cc3ccc4c(c3)OCO4)C1=C[C@H](COCc1ccccc1)O[C@@H]2C | -8 | 2 | 0 | . | -4 | 2 | 1 | -1 | 7 | -7
C[C@H](NC(=O)C1(c2ccccc2)CCN(C(=O)OC(C)(C)C)CC1)C(=O)N[C@@H](C(=O)O)c1ccccc1 | 5 | 3 | 1 | 8 | 2 | 1 | -3 | -3 | 11 | 9
CCOC(=O)c1n[nH]c2ccccc12 | -1 | -1 | 2 | -3 | 4 | -1 | 11 | 2 | -1 | -5
Cc1cc(OCC(=O)N2CCc3ccccc3C2)c2c(-c3ccccc3)cc(=O)oc2c1 | 13 | -1 | -38 | -55 | -23 | 0 | 4 | 2 | 2 | -2
c1ccc(CCn2nnnc2CN2CCc3ccccc32)cc1 | 6 | 2 | -3 | 0 | 2 | 0 | -7 | 0 | 8 | -7
CC(C)(C)OC(=O)N1CCC(CNC(=O)c2ccccc2)CC1 | -5 | 2 | 3 | . | 2 | -3 | 10 | -1 | -4 | 0
CCn1cc(C(=O)NCCCOC(C)C)c(=O)c2cc(S(=O)(=O)N3CCOCC3)ccc21 | -4 | -5 | -4 | -4 | 2 | -5 | 14 | -2 | -3 | -4
O=C(c1ccccc1-c1nc2ccccc2[nH]1)N1CCCCC1 | -3 | -2 | -11 | 9 | -7 | 2 | -5 | -2 | -6 | 6
NS(=O)(=O)c1ccc(CCNC(c2ccccc2)c2ccccc2)cc1 | 2 | -2 | -14 | -10 | -1 | -2 | 1 | -1 | 3 | -2
CCOC(=O)N1C(=O)C[C@](Sc2ccc(OC)cc2)(C(=O)N2CCCC2)[C@H]1c1ccc(OC)cc1 | -2 | 4 | -4 | . | 0 | 56* | . | 9 | 2 | 13
Cc1ccc(-n2ncc3c2CC(C)(C)CC3NC(=O)CCc2ccncc2)cc1 (stereo not given) | 7 | -1 | 0 | 2 | 0 | -2 | 4 | 0 | -7 | 2
Cc1cc(C)n2c(SCC(=O)Nc3cc(C)on3)nnc2n1 | 7 | 0 | 4 | -2 | 3 | 3 | 0 | 0 | 0 | 1
CCOc1ccccc1NC(=S)N(CCN(C)C)C(C)c1ccncc1 (stereo not given) | -4 | 3 | -1 | 8 | 3 | -6 | -7 | 3 | -4 | -1
COc1ccc(OC)c(C(=O)COC(=O)CNC(=O)C2CCCCC2)c1 | 1 | 3 | 5 | 3 | -2 | 1 | 0 | 5 | 7 | -1
COc1ccc(NC(=O)c2sc3ncn(CC(=O)N4CCN(c5ccccn5)CC4)c(=O)c3c2C)cc1OC | 12 | 1 | 0 | 5 | -4 | 1 | 8 | -3 | 6 | 3
CC(C)(C)C(=O)NC(=S)Nc1ccc(F)cc1 | -12 | -1 | 4 | 7 | 4 | 0 | -2 | 4 | -1 | -6
Cc1cc(S(=O)(=O)N2CCOCC2)ccc1OCC(=O)NCc1ccco1 | 1 | -2 | 5 | -2 | 0 | -1 | -5 | -2 | 0 | 2
Cc1cc(-c2ccc3ccccc3c2)n2ncnc2n1 | 2 | 4 | -1 | -6 | 5 | 4 | 4 | 0 | 3 | -3
Nc1ncnc2c(C3OC(CO)C(O)C3O)c[nH]c12 (stereo not given) | 1 | 3 | -3 | 4 | 1 | 4 | -7 | 2 | -2 | -3
CCOc1ccc(NC(=O)c2ccc3nccnc3c2)cc1 | 0 | -4 | -4 | 2 | -4 | -2 | 1 | -3 | -3 | 8
Cc1csc(SCCn2c(N3CCCC3)nc3c2c(=O)[nH]c(=O)n3C)n1 | 4 | 2 | -7 | 3 | 2 | 0 | 1 | 1 | 0 | 4
Cc1ccc(NC(=O)COC(=O)C2(CC(=O)NC(C)C)CCCC2)cc1C | -2 | 0 | 0 | -3 | 5 | 2 | 3 | -2 | 0 | -1
COc1ccc(C(=O)/C=C/C(=O)N(CC(=O)NC2CCCCC2)Cc2ccccc2)c(O)c1 | 0 | 1 | -51 | -73 | -15 | 5 | 6 | 0 | 0 | 4
O=C(Nc1ccc(F)cc1)Nc1nnc(Cc2ccccc2F)s1 | -11 | 2 | 13 | -5 | -5 | 0 | -2 | 2 | 45* | 2
COCCNC(=O)C(c1ccc(O)cc1)N(Cc1ccccc1)C(=O)CCC(=O)Nc1ccccn1 (stereo not given) | 4 | 0 | 0 | -3 | -1 | -3 | 6 | -2 | 0 | 20*
O=C(OCC(=O)N1CCCc2ccccc21)c1ccccc1[N+](=O)[O-] | 1 | -3 | 0 | -8 | 1 | -2 | 13 | 0 | -4 | 1
CCc1nnc(NC(=O)CSc2nc3cc4c(cc3cc2C)OCCO4)s1 | -1 | 4 | -4 | 5 | -7 | 3 | 1 | -1 | 3 | -9

Quoted from the listing.
Entry for `Nc1ncnc2c(C3OC(CO)C(O)C3O)c[nH]c12` (stereo not given) under GC-B act: 1
Entry for `Cc1cc(-c2ccc3ccccc3c2)n2ncnc2n1` under rCAG RNA binder: 3
Entry for `O=C(OCC(=O)N1CCCc2ccccc21)c1ccccc1[N+](=O)[O-]` under SIAE primary: 1
Entry for `CC(C)(C)C(=O)NC(=S)Nc1ccc(F)cc1` under mABHD4 FP: -12
Entry for `COc1ccc(C(=O)/C=C/C(=O)N(CC(=O)NC2CCCCC2)Cc2ccccc2)c(O)c1` under UHRF1 MBD2 ctr: 0
Entry for `COc1ccc(NC(=O)c2sc3ncn(CC(=O)N4CCN(c5ccccn5)CC4)c(=O)c3c2C)cc1OC` under MBD2 DNA inh: 1
